Source: PubChem BioAssay
TDP-43 yeast inh = TDP-43 toxicity inhibition in yeast; TDP-43 expressing yeast growth rescue, BacTiter-Glo, 24 h; Potency, µM (doses to about 46.1 µM), for inactives: at the top dose growth rescue (activation), most hits filed as activators; hit rate 1.8% among 410,000; AID 652104; note: potency is the fitted concentration of half-maximal effect; % of control where 0% means no effect; nearly all actives have a fitted effect of over 50% in size
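Galactose-induced TDP-43 yeast, OD600=0.02, compound pinned; 24 hr, 30 deg C; BacTiter-Glo luminescence for growth. Inhibitors of TDP-43 toxicity read as activators.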
PTHR1 agonist = PTHR1 (human) receptor agonism; AID 743266; Potency, µM (doses to about 115 µM), for inactives: top-dose activation, actives largely listed as activators; HEK293 GP2 PTHR1 cells, GloSensor cAMP luminescence, 1 h; hit rate 0.075% among 410,000; Q03431; note: potency is the fitted concentration of half-maximal effect; nearly all actives have a fitted effect of over 55% in size; some results filed as inactive show a strong effect at the top dose; inactives centre near -15; many of its hits are not listed in these tables
Target sequence (Q03431 whole entry, looked up): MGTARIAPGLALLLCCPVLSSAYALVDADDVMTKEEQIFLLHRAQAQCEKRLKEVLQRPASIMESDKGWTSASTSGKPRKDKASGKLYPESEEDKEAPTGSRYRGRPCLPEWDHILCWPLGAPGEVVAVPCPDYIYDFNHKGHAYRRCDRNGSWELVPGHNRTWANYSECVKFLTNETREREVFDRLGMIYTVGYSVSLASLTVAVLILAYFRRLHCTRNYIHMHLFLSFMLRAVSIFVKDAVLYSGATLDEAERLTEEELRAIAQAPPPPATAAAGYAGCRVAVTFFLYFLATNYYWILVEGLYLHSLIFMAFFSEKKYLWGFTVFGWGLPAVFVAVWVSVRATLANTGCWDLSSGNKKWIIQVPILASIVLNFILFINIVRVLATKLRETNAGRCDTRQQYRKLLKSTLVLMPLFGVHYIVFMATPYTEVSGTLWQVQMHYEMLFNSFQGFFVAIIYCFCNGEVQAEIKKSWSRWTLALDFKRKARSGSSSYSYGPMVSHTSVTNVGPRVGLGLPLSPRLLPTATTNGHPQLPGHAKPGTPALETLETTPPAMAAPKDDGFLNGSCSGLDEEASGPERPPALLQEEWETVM
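HEK-293-derived GP2 cells expressing PTHR1 and a GloSensor cAMP reporter, 3,000/well, plated overnight, given luciferin plus IBMX (each 0.5 mM as added) for 1 h at 37 °C, then compound for 1 h at 37 °C. Luminescence was read after 15 min at room temperature.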
MmCpn inh = inhibitors of Methanococcus maripaludis chaperonin (MmCpn); purified Mm-Cpn ATPase, ADP Transcreener TR-FRET; Potency, µM (titrated, usually from 76.9 µM), for the others: at the highest dose activity, negative = inhibition, usual class: inhibitors; hit rate 0.031% among 330,000; AID 504842; note: potency is the fitted concentration of half-maximal effect; % is set by controls: 0 for no effect and ±100 for the full control effect; nearly all actives have a fitted effect of over 80% in size
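Reaction buffer contained 30 mM Tris pH 7.4, 100 mM KCl, 5 mM MgCl2 and 1 mM DTT. Mm-CPN (25 nM final) hydrolysed 10 uM ATP over 30 min at 37°C; ADP was read by HTRF.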
Abeta rescue = compounds reversing amyloid beta toxicity in yeast. Potency, µM (highest dose often 46.1 µM), for the others: top-dose growth rescue, actives largely listed as activators. AID 1347071. hit rate 0.063% among 410,000. yeast expressing A-beta42, growth rescue, OD600, 48 h; response scale: 0% DMSO, 100% iron-clioquinol control; note: potency is the fitted concentration of half-maximal effect; nearly all actives have a fitted effect of over 55% in size
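Yeast A-beta toxicity model in growth medium with pinned compounds, 48 h at 30 C; growth read as absorbance at 600 nm. Normalized to FeCl3/clioquinol equimolar mix (positive) and DMSO (negative).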
GLP1R inv ag = acts as inverse agonist at human GLP-1 receptor. hit rate 1.6% among 410,000. P43220. AID 624417. HEK293 GLP-1R CRE-luciferase, luminescence, 24 h; GLP-1R form is constitutively active. Potency, µM (top dose mostly 38.3 µM), for inactives: at the top dose activity change, negative = inhibition, most hits filed as inhibitors; note: potency is the fitted concentration of half-maximal effect; % is set by controls: 0 for no effect and ±100 for the full control effect; nearly all actives have a fitted effect of over 55% in size
Target sequence (P43220 whole entry, looked up): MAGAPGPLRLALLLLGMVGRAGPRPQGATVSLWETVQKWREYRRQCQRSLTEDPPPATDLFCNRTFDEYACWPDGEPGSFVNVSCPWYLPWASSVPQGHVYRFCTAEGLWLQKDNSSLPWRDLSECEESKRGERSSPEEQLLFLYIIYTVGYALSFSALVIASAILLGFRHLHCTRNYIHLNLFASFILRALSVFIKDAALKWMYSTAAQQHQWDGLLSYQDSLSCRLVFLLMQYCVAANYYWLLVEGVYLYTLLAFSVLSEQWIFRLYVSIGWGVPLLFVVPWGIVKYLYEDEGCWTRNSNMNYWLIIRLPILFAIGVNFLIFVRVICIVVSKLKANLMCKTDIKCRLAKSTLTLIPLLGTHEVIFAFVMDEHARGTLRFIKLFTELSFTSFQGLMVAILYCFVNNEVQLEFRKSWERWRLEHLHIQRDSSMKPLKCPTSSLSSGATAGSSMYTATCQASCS
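Constitutively active GLP-1R drives a cAMP-responsive luciferase in stably transfected HEK293 cells; test compounds are added after overnight (12 h) attachment and left 24 hr, and signal loss in luminescence marks inhibition.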
HEK293 tox = cytotoxic in the GLP-1 receptor inverse agonist counter-screen; HEK293 cAMP-luciferase reporter cells, luminescence, 24 h; Potency, µM (top dose mostly 38.3 µM), inactives show top-dose activity change, negative = inhibition, usual class: inhibitors; hit rate 0.13% among 410,000; AID 624418;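 note: loss of luciferase light is scored as toxicity; potency is the fitted concentration of half-maximal effect; % is set by controls: 0 for no effect and ±100 for the full control effect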
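A 23 nL compound transfer followed 12 hours of cell culture at 37 deg C; exposure then lasted 24 hr. Luciferase assay detection reagent was dispensed and plates read for luminescence after a 12 min room-temperature wait.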
FUS yeast rescue = rescues growth of FUS-expressing yeast; Potency, µM (series often up to 76.6 µM), for inactives: at the top dose growth rescue (activation), hits mostly activators; AID 1347120; S. cerevisiae FUS-expressing, growth rescue, OD600, 24 h; hit rate 0.24% among 390,000;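 note: potency is the fitted concentration of half-maximal effect; plate controls were DMSO vehicle for no effect and reference control for full effect; nearly all actives have a fitted effect of over 55% in size; some results filed as inactive show a strong effect at the top dose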
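Toxicity suppression screen in FUS-yeast. Cells induced with 2% galactose, starting OD 0.005, treated 24hr at 30C with compounds at multiple final concentrations; growth by OD600.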
aSyn yeast inh = alpha-synuclein toxicity inhibition in yeast; Yeast expressing alpha-synuclein, growth rescue, BacTiter-Glo, 24 h; Potency, µM (doses to about 46.1 µM), inactives show at the highest dose growth rescue (activation), most hits filed as activators; hit rate 0.14% among 370,000; note: potency is the fitted concentration of half-maximal effect; % of control where 0% means no effect; nearly all actives have a fitted effect of over 65% in size
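Readout is rescue of growth in alpha-synuclein-expressing yeast, so inhibitors of toxicity appear as activators. Growth after 24 hr at 30 deg C in galactose medium is quantified by luminescence.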
Akt phos inh = inhibitors of Akt phosphorylation; hit rate 0.32% among 360,000; AID 651550; Neuro2A IGF-stimulated pAkt S473 HTRF, 20 min; stronger effect = lower value; activity change, % for hits at 50 µM; in the data active = activity change below about -80%; inconclusive = mostly about -51% to -80%; note: % is set by controls: 0 for no effect and ±100 for the full control effect
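Neuro2A cells (4,500/well, DMEM with 0.5% FBS) were treated with compound at a single 50 µM final concentration, stimulated with 6 nM IGF for 20 min at 37 °C, and lysed. Phospho-Akt Ser473 was read by HTRF as 665/615 ratio ×10^4.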
* hit, by the source's call; i = inactive; ? = inconclusive; · = not tested or not shown; [ ] = remark or other dose. Unless noted, calls come from the whole dose curve; as a rule, active = well fitted curve in the direction sought with a large enough effect; inconclusive = small, poorly fitted or top-dose-only effect, or another doubt; inactive = no such curve, though single readings can be large; an effect the other way counts as inactive or inconclusive.

SMILES | TDP-43 yeast inh | PTHR1 agonist | MmCpn inh | Abeta rescue | GLP1R inv ag | HEK293 tox | FUS yeast rescue | aSyn yeast inh | Akt phos inh
CCOC(=O)c1scc(-c2ccc(C)cc2)c1S(=O)(=O)Nc1cc(OC)ccc1OC | 6% | -1% | · | -18% | ? | 1% | 40% | · | ·
CCOc1ncccc1C(=O)OCC(=O)c1ccccc1 | 10% | -64%[inhibitor] | 1% | 0% | 43%[activator] | 6% | -9% | 0% | i
O=C(O)c1ccccc1NS(=O)(=O)c1ccc(N/N=C/c2cccc(O)c2O)c([N+](=O)[O-])c1 | -29% | i | · | 9% | 0% | ? | · | -23% | i
CCc1ccc(-n2nc3ccc(NC(=O)c4ccc(C#N)cc4F)cc3n2)cc1 | 9% | i | · | -19% | 0% | -11% | -9% | 0% | ·
Cc1ccc(/C=N/NC(=O)C(C)NC(=O)c2ccccc2)cc1 (configuration not stated) | 21%[9.22 µM] | i | 1% | 3% | -2%[7.66 µM] | 3%[7.66 µM] | 13% | 2% | i
CSc1ccccc1NC(=O)C(C)N1C(=O)c2ccccc2S1(=O)=O (configuration not stated) | 7% | i | -3% | 1% | -6% | 8% | 15% | 5% | i
C[C@H](CO)N1C[C@H](C)[C@@H](CN(C)S(=O)(=O)c2ccccc2)Oc2ccc(NC(=O)CCN3CCOCC3)cc2C1=O | 19% | -15% | 1% | 3% | 3% | ? | 21% | 0% | i
O=C1c2ccccc2C(=O)N1CC(O)COc1ccc(Br)cc1 (configuration not stated) | -10%[1.82 µM] | 0% | 2% | 10% | 7% | 7% | -3% | -8% | i
Cc1cc(NC(=O)Cn2ccc([N+](=O)[O-])n2)no1 | -12% | i | 1% | -3% | -25% | -1% | 7% | -7% | i
Cc1cccc(NC(=O)CNC(=O)COC(=O)CCS(=O)(=O)c2ccccc2)c1C | -15% | i | 2% | 0% | 2% | -10% | · | 3% | i
COc1ccccc1C1=Nc2cccc3cccc(c23)N1 | -14% | i | -7% | -10% | 121%[activator] | ? | ? | 0% | i
COc1ccccc1/C=C/C=N/n1c(-c2n[nH]c3c2CCC3)n[nH]c1=S | 19% | i | 1% | 13% | ? | -19% | 19% | -3% | i
CCOC(=O)c1ccc(NC(=O)N(CC)CC)cc1 | 27% | i | -1% | -4% | 0% | -10% | 16% | 3% | i
Cc1ccc(NC(c2nnc(-c3ccccc3)o2)c2ccccc2F)c([N+](=O)[O-])c1 (configuration not stated) | 2% | -77%[inhibitor] | · | -17% | 3% | 2% | 18% | · | ·
COc1cc2c(cc1OC)[C@@H](NC(=O)C(C)C)[C@H](O)C2 | -21% | i | -1% | 0% | 8% | 9% | -34% | -1% | i
COc1ccc(Cl)cc1C(=O)NNC(=O)CN1C(=O)C2CC=CCC2C1=O (configuration not stated) | 25% | -28% | 0% | -9% | 2% | -8% | -37% | 5% | i
Cc1ccc(Nc2nc(N)nc(CN3CCN(Cc4ccc5c(c4)OCO5)CC3)n2)c(C)c1 | -5% | -7%[57.5 µM] | 1% | 3% | ? | -10% | 10% | -18% | i
COc1ccccc1CC(NC(C)=O)C(=O)NC1CCN(c2nnnn2-c2ccccc2)CC1 (configuration not stated) | 0% | i | -1% | 0% | -15% | -11% | -2% | -6% | i
O=S(=O)(Nc1cccc(-n2cnnn2)c1)c1cccc(Cl)c1 | -6% | i | 3% | -12% | 3% | -1% | -21% | 1% | i
O=C(NCC1CCCO1)c1cc2c([nH]c3ccccc32)c(-c2ccc(F)cc2)n1 (configuration not stated) | 0% | -20% | -5% | -8% | ? | ? | 16% | 1% | i
CC1=C/C(=C\c2ccc3c(c2)OCO3)C(=O)S1 | 26% | -27% | 2% | -1% | 37% | 3% | 6% | 7% | i
O=C(Nc1ccc([N+](=O)[O-])cc1)Nc1ccc2[nH]c(=O)[nH]c2c1 | 19%[9.22 µM] | -11% | -1% | -8% | -10% | 3% | 13% | 0% | i
CCOc1cccc(-c2c(C(=O)N/N=C/c3ccsc3)nnn2-c2nonc2N)c1 | -2% | i | 2% | 0% | -19% | -10% | 11% | -4% | i
COc1ccccc1C(=O)NCc1ccccc1 | 10% | 10%[57.5 µM] | 0% | 11% | 61%[activator] | 0% | 5% | 8% | -106%*
Cc1ccc(CNC(=O)C(Cc2ccccc2)NS(=O)(=O)c2ccc3c(c2)CCC(=O)N3)cc1 (configuration not stated) | ? | -29% | 3% | 9% | -9% | 9% | 16% | 4% | i
COc1ccc(NC(=O)CNc2cc(S(=O)(=O)N3CCOCC3)ccc2NCC2CCCO2)cc1 (configuration not stated) | -19%[0.397 µM] | i | -2% | 17% | 6% | 1% | 30% | -11% | i
O=C1Oc2ccccc2C(=O)/C1=C\N1CCN(c2ccccc2)CC1 | -7%[9.22 µM] | i | 1% | -7% | -13% | 22% | 10% | 5% | i
CSC1=NCCN1C(=O)c1c(-c2c(F)cccc2Cl)noc1C | -3% | -11% | 4% | 11% | 5% | 3% | -2% | -1% | i
O=C(NC1CCCC1)C(c1ccccc1)N(C(=O)c1ccno1)c1ccccc1 (configuration not stated) | 3% | -22%[57.5 µM] | 0% | 15% | -37% | -12% | 9% | 1% | i
COc1ccc(C)cc1S(=O)(=O)N(CC(=O)N1CCOCC1)c1cc(C)cc(C)c1 | 6% | i | 1% | 2% | 0% | 4% | 20% | 2% | i
COc1ccc(C(=O)NCC(=O)OCC(=O)NCc2ccc3c(c2)OCO3)cc1 | -8% | -6% | -5% | -4% | -16% | -2% | 2% | -2% | i
O=C(CC1c2ccccc2Oc2ccccc21)N1CCN(c2ccccn2)CC1 | -2% | -13%[57.5 µM] | 0% | 7% | ? | -28% | 6% | 14% | i
Cn1cnnc1SCC(=O)NC1CCCN(Cc2ccc(Cl)cc2)C1 (configuration not stated) | 13% | -18% | -4% | 11% | -11% | 4% | · | -1% | i
COc1ccc(/C(N)=N/OC(=O)c2ccc3c(c2)OCO3)cc1 | 5.6µM* | -14% | 0% | 10% | 15% | 11%[1.53 µM] | 6% | -7% | i
CC(C)C[C@H](NC(=O)c1nc[nH]c1C(=O)N1CCc2ccccc2C1)C(=O)OCc1ccccc1 | 0% | ? | 1% | 4% | ? | -5% | ? | 6% | i
Cc1ccc(NC(=O)CSc2nnc(COc3ccccc3C)o2)cc1 | 10% | i | -2% | -14% | -8% | 5% | -12% | -1% | i

Entries of single compounds, quoted from the list. Screens in order: TDP-43 yeast inh, PTHR1 agonist, MmCpn inh, Abeta rescue, GLP1R inv ag, HEK293 tox, FUS yeast rescue, aSyn yeast inh, Akt phos inh
`Cc1ccc(NC(=O)CSc2nnc(COc3ccccc3C)o2)cc1` is entered as 10%, i, -2%, -14%, -8%, 5%, -12%, -1%, i
`Cn1cnnc1SCC(=O)NC1CCCN(Cc2ccc(Cl)cc2)C1` (configuration not stated) is entered as 13%, -18%, -4%, 11%, -11%, 4%, ·, -1%, i
`COc1ccc(C(=O)NCC(=O)OCC(=O)NCc2ccc3c(c2)OCO3)cc1` is entered as -8%, -6%, -5%, -4%, -16%, -2%, 2%, -2%, i
`COc1ccc(/C(N)=N/OC(=O)c2ccc3c(c2)OCO3)cc1` is entered as 5.6µM*, -14%, 0%, 10%, 15%, 11%[1.53 µM], 6%, -7%, i

Next results:
SMILES | TDP-43 yeast inh | PTHR1 agonist | MmCpn inh | Abeta rescue | GLP1R inv ag | HEK293 tox | FUS yeast rescue | aSyn yeast inh | Akt phos inh
CCCSc1ncc(Cl)c(C(=O)N2CCN(c3ccc(OC)cc3)CC2)n1 | ? | -16% | · | 5% | -24% | 1% | ? | · | ·
COc1cccc2c(=O)c(C(=O)NCc3cccs3)c[nH]c12 | -2% | 18% | 0% | -8% | -22% | ? | ? | -1% | i
O=S(=O)(c1ccccc1)N1CCN(CCO)CC1 | 14% | i | 0% | -8% | 14% | -10% | -19% | -2% | i
COc1ccc(-c2nc(N)n(C(=O)c3cccs3)n2)cc1 | 0% | -27% | 1% | 31% | -25%[0.307 µM] | -1%[0.307 µM] | -10% | -3% | i
CCCNC(=O)NC(=O)CSc1ccc(C)cc1C | -3% | -20% | -2% | 7% | ? | 3% | 17% | 5% | i
COC(=O)CC1C(=O)NCCN1C(=O)c1c(F)cccc1F (configuration not stated) | -21% | i | 1% | -13% | 10% | 6% | 12% | 0% | i
CCOc1ccc(N2C(=O)CC(NCc3ccc(F)cc3)C2=O)cc1 (configuration not stated) | 9% | -10% | -1% | -10% | 1% | -2% | 6% | 3% | i
Cc1c(-c2ccccc2)oc2c(C(=O)N3CCN(c4ccccc4F)CC3)cccc2c1=O | ? | i | 0% | -16% | -27% | -12% | · | 1% | i
O=C(CCCn1c(=O)c2cccn2c2cccnc21)Nc1ccccc1C(F)(F)F | -2% | -4% | · | -39% | 1% | 23% | -14% | · | ·
COc1cccc(C(N)=O)c1OC(=O)Cc1ccccc1F | -25% | -11% | -1% | -16% | -3% | 16% | 22% | -21% | i
O=C(COc1ccccc1Cc1ccccc1)NCCCN1CCOCC1 | -9% | i | 0% | -12% | -12% | 0% | 7% | -2% | i
CCC(=O)Nc1cccc(-c2nnc(-c3cccc(NC(=O)CC)c3)o2)c1 | -21% | i | -2% | 0% | 3% | -24% | 3% | 1% | i
CCOc1ccc(N(CC(=O)NC2CCCCC2)C(=O)CCC(=O)Nc2nccs2)cc1 | 14% | i | -1% | 1% | 2% | 0% | -13% | 1% | i
COc1ccc(C(=O)NN2CCCCC2)cc1OC | -16% | i | 1% | -8% | -1% | 0% | -1% | 1% | i
Cc1cc(=O)[nH]c(-n2nc(C)c(Oc3ccccc3O)c2C)n1 | 12% | i | 0% | ? | -22% | 17% | -9% | 19% | -110%*

These rows are one share of the data. The share of hits here may be higher or lower than overall.
